Screens: PubChem, NCI
NCI-60 one-dose screen, 48 h, at 10 µM unless noted. Numbers give growth in % (100 = growth as untreated, 0 = no growth, -100 = all killed).
SK-OV-3 = SK-OV-3 ovarian cancer cells; AID 1794785; actives 3.2% (n = 80,000)
HCT-15 = HCT-15 colon cancer; actives 5.2% (n = 82,000)
HCT-116 = HCT-116 colon cancer. actives 7.3% (n = 82,000)
OVCAR-4 = OVCAR-4 ovarian cancer cells. actives 3.7% (n = 80,000)
SW-620 = SW-620 colon cancer | actives 5.2% (n = 82,000) | AID 1794795
KM12 = KM12 colon cancer cells | actives 5% (n = 82,000)
IGROV1 = IGROV1 ovarian cancer; actives 4.7% (n = 79,000)
HT29 = HT29 colon cancer; AID 1794748; actives 7.4% (n = 81,000)
COLO 205 = COLO 205 colon cancer; actives 7.3% (n = 79,000); AID 1794742
* marks the source's active call; other numbers are inactive results; x = no result given; & = joins results of further samples. The calls were made as follows: active = growth percent below 10; inactive = the rest. This is a random part of the collection; about 12% have a hit in one of these screens.

SMILES	SK-OV-3	HCT-15	HCT-116	OVCAR-4	SW-620	KM12	IGROV1	HT29	COLO 205
O=C(CC(=O)C(F)(F)C(F)(F)C(F)(F)F)c1cc2ccccc2o1	105	108	102	99	98	104	110	103	114
COc1ccc(-c2c(-c3ccccc3)oc3cc(O)ccc3c2=O)cc1	89	92	86	90	105	97	97	100	104
O=S(=O)(Oc1ccc(-c2cn3ccoc3n2)cc1)N1CCCCC1	112	95	106	111	111	101	108	100	120
O=C1OC(c2ccc(Cl)c(Cl)c2)=C/C1=C/c1ccccc1[N+](=O)[O-]	108	106	103	102	98	101	101	121	108
O=C1OCC2=C1C(c1cccc(F)c1)c1cc3c(cc1N2CCO)OCCO3 (stereo not given)	27	9.7*	11	45	27	14	26	4.9*	-5.0*
CN(C)CCN1C(=O)c2cccc3cccc(c23)C1=O	76	50	27	76	52	67	47	37	17
CSc1nc2ncc(C(N)=O)c(=O)n2[nH]1	103	101	104	102	99	104	103	104	101
C(=N\Nc1nnc2n1N=C(c1ccccc1)CS2)/c1ccc(OCc2ccccc2)cc1	109	97	100	120	113	102	100	114	112
Cc1cscc(C)c1=S	99	9.4*	61	113	51	104	77	20	96
O=C1CSC2=NCCN12	124&105	97&107	64&83	94&94	93&92	123&90	101&106	92&96	127&104
COC(=O)c1cc(-c2ccc(OC)c(OC)c2)[nH]c1N/N=C/c1c(Cl)cccc1Cl	42	28	15	69	21	29	42	14	28
CCOCc1cnc(C)nc1N	106	106	104	100	105	110	x	x	108
CN1CCN(Cc2ccc(NC(=O)c3cncc(C#Cc4cnc(N)c5ncccc45)c3)cc2)CC1	116	82	98	110	118	70	109	81	97
COc1cc(OC)c2sc(-c3ccc(-n4cncc4-c4ccc(OC)c(OC)c4)cc3)nc2c1	85	18	41	53	56	53	67	35	48
c1cc(NCCN2CCOCC2)c2ccc3c(ccc4c(NCCN5CCOCC5)ccnc43)c2n1	114	96	94	90	94	97	83	97	114
N=c1ccn2c(n1)OC1C(O)C(CCl)OC12 (stereo not given)	94	87	70	96	90	109	99	95	68
O=C1CCCN1c1nc(-c2ccc(Cl)cc2)c(Br)s1	117	86	86	96	109	96	88	92	115
N#Cc1nc(/C=C2\SC(=S)N(CC3CCCO3)C2=O)cs1 (stereo not given)	114	83	84	101	92	87	91	104	114
O=[N+]([O-])c1ccc(N/N=C/c2c(O)ccc3ccccc23)c([N+](=O)[O-])c1	102	97	101	113	106	107	104	107	115
CC(C)C12NC(=O)NC(=O)N1CCS2 (stereo not given)	101	108	103	109	100	99	116	x	109
CC1=C(I)[C@@]2(CCCO)c3cc4c(cc3C[C@@]2(C)[C@@H]1C)OCO4	100	87	87	100	92	96	100	89	106
CC(C)OC(=O)CCc1c[nH]c2ccccc12	110	82	86	98	93	111	106	102	105
CC1=C(/C=C/C(C)=C/C=C/C(C)=C/CO)C(C)(C)CCC1	114	112	107	112	109	109	117	112	110
CC(C)(C)c1ccc(OCCCCCCCN2CCNCC2)cc1	82	-22*	-1.0*	54	-32*	36	52	6.9*	-61*
COc1cc(CCn2nnc3c(NCCCO)ncnc32)cc(OC)c1	92	102	100	100	98	105	114	106	107
CCOC(=O)c1ccc(NC(N)=O)cc1	83	x	94	91	101	99	x	91	96
Cc1ccc(OCc2ccccc2)cc1	106	104	109	x	106	104	121	104	113
COc1cc2c(cc1OC)C1CC(C)=C(c3ccccc3)CN1CC2 (stereo not given)	87	97	75	81	99	94	82	72	87
COc1cc(/C=N\Nc2ncc(-c3cc4cc(-c5ccccc5)ccc4o3)s2)cc(OC)c1OC	95	79	68	78	100	83	82	95	86
C=CCC(=O)N[C@@H](/C=C/C(=O)O)Cc1ccc(-c2cc(Cl)cc(Cl)c2)cc1	92	90	69	74	92	87	99	81	98
COc1cc2c(cc1OC)C1=NN(C(=O)Nc3ccc(F)cc3)C(c3ccncc3)C1C2 (stereo not given)	97	96	102	100	107	100	94	98	113
O=C1CCN=C2C(F)=CC=CN12	97	105	98	110	108	98	99	87	112
CNC[C@H](O)[C@@H](O)[C@H](O)[C@H](O)CO	113	110	104	104	109	110	120	101	109
CCCCCC(=O)NC1C(O)OC(CO)C(O)C1O (stereo not given)	99	112	87	105	102	98	109	99	116
Cc1ccccc1NC(=O)CN(C)C	101	105	101	118	108	107	96	91	x
COc1ccc(Nc2cc(C)nc(N3CCN(c4ccnc5cc(Cl)ccc45)CC3)n2)cc1	51	15	0.6*	37	25	23	-11*	9.8*	8.4*
O=S(=O)(O)c1ccc(N/N=C\c2ccc(Cl)cc2Cl)cc1	97	102	115	x	109	107	x	117	104
O=C1Nc2cc(Cl)ccc2Oc2cc(Oc3ccccc3)ccc21	47	47	28	72	17	20	63	17	45
COc1cc2oc(-c3cccc(NC(=O)[C@H](C)NC(=O)[C@H](C)NC(=O)OC(C)(C)C)c3)cc(=O)c2c(OC)c1OC	119	94	105	104	99	101	103	119	106
COC(=O)c1cc(NC(=O)Nc2cc(C(=O)OC)n(C)n2)nn1C	120	102	97	104	112	116	23	102	135
CC1=C2[C@@H](CC1)[C@]1(C)O[C@@](C3CCCCC3)(C[C@H]1OC(=O)CO)[C@H]2OC(=O)/C=C/c1ccccc1	86	78	76	93	86	80	85	63	94
O=C(CCc1nnc(C(c2ccccc2)c2ccccc2)o1)c1nc2ccccc2[nH]1	90	89	60	90	104	95	81	79	107
CCCCC(CC)OC(=O)c1ccc(OC)cc1 (stereo not given)	93	114	86	105	106	98	112	71	106
CC1=NN(c2cccc(Cl)c2)C(=O)/C1=C\c1ccc[nH]1	89	93	94	70	88	91	80	101	101
COc1ccc(/C=C2/C3=C([C@@H](c4ccc(OC)c(OC)c4)C(C#N)=C(N)O3)[C@H]3CCC2N3C)cc1OC	105	82	93	95	97	95	86	84	88
CCC(CC)C(=O)OCC(=O)[C@@]1(O)CC[C@H]2[C@@H]3CCC4=CC(=O)CC[C@]4(C)[C@H]3[C@@H](O)C[C@@]21C	71	98	98	93	102	106	92	101	96
O=C(Nc1sc2c(c1C(=O)NC1CCCCC1)CCCC2)c1ccccc1	x	108	100	106	108	103	109	108	x
COC(=O)/C=C1\Sc2ccccc2NC1=O	113	112	97	116	135	121	105	121	x
COc1ccc(-c2c(Nn3cnnn3)no[n+]2[O-])cc1	91	31	24	53	41	68	20	39	55
Nc1ncc(-c2ccc(NS(=O)(=O)c3cc(Cl)c(F)cc3F)cc2)[nH]1	104	96	102	100	97	101	107	106	99
O=S(=O)(NCCNc1nccc(-c2c(-c3cccc(F)c3)nc3occn23)n1)c1ccc(F)cc1	87	65	67	93	96	81	54	47	71
O=C(Nc1ccc(NC(=O)Nc2cc(C(F)(F)F)ccc2Oc2ccc(Cl)c(Cl)c2)cc1)Nc1cc(C(F)(F)F)ccc1Oc1ccc(Cl)c(Cl)c1	99	101	107	104	103	102	108	114	117
CCCCOC(=O)c1cccc(C(=O)OCCCC)n1	108	102	105	118	110	104	119	101	113
c1ccc(-c2noc3ncnc(Nc4ccc(N5CCOCC5)cc4)c23)cc1	x	99	105	92	93	102	95	103	108
CCN1C(=O)N(CC)C2C1N=C(SCc1ccc(Cl)cc1)N2/N=C/C=C/c1ccccc1OC (stereo not given)	70	31	37	70	75	65	79	58	60
O=c1c2sc3ncccc3c2n2nnc(-c3ccccc3)c2n1CCCCl	x	89	76	98	97	100	x	72	91
COc1cccc(-c2nn(-c3ccccc3)cc2-c2ccnc(NCCCNS(=O)(=O)c3ccc(C(F)(F)F)cc3)c2)c1	38	22	23	34	48	24	40	-6.3*	-1.7*
Cc1ccc(-c2cn(-c3ccc(Cl)cc3)c(SCC(=O)c3ccc(Br)cc3)n2)cc1	83	86	65	63	89	96	95	69	88
CN1CCN(C(c2ccccc2)c2ccc(Cl)cc2)CC1 (stereo not given)	96	90	83	94	102	105	86	76	80
Cc1ccc(-c2nnc(COc3ccc(-c4nnc(N)s4)cc3)o2)cc1	81	81	63	58	95	93	108	81	93

14 neighbouring entries already listed, quoted:
SMILES	SK-OV-3	HCT-15	HCT-116	OVCAR-4	SW-620	KM12	IGROV1	HT29	COLO 205
O=C(CC(=O)C(F)(F)C(F)(F)C(F)(F)F)c1cc2ccccc2o1	105	108	102	99	98	104	110	103	114
COc1ccc(-c2c(-c3ccccc3)oc3cc(O)ccc3c2=O)cc1	89	92	86	90	105	97	97	100	104
O=S(=O)(Oc1ccc(-c2cn3ccoc3n2)cc1)N1CCCCC1	112	95	106	111	111	101	108	100	120
O=C1OC(c2ccc(Cl)c(Cl)c2)=C/C1=C/c1ccccc1[N+](=O)[O-]	108	106	103	102	98	101	101	121	108
O=C1OCC2=C1C(c1cccc(F)c1)c1cc3c(cc1N2CCO)OCCO3 (stereo not given)	27	9.7*	11	45	27	14	26	4.9*	-5.0*
CN(C)CCN1C(=O)c2cccc3cccc(c23)C1=O	76	50	27	76	52	67	47	37	17
CSc1nc2ncc(C(N)=O)c(=O)n2[nH]1	103	101	104	102	99	104	103	104	101
C(=N\Nc1nnc2n1N=C(c1ccccc1)CS2)/c1ccc(OCc2ccccc2)cc1	109	97	100	120	113	102	100	114	112
Cc1cscc(C)c1=S	99	9.4*	61	113	51	104	77	20	96
O=C1CSC2=NCCN12	124&105	97&107	64&83	94&94	93&92	123&90	101&106	92&96	127&104
COC(=O)c1cc(-c2ccc(OC)c(OC)c2)[nH]c1N/N=C/c1c(Cl)cccc1Cl	42	28	15	69	21	29	42	14	28
CCOCc1cnc(C)nc1N	106	106	104	100	105	110	x	x	108
CN1CCN(Cc2ccc(NC(=O)c3cncc(C#Cc4cnc(N)c5ncccc45)c3)cc2)CC1	116	82	98	110	118	70	109	81	97
COc1cc(OC)c2sc(-c3ccc(-n4cncc4-c4ccc(OC)c(OC)c4)cc3)nc2c1	85	18	41	53	56	53	67	35	48

Full records, looked up by structure. Order of screens: SK-OV-3	HCT-15	HCT-116	OVCAR-4	SW-620	KM12	IGROV1	HT29	COLO 205
O=S(=O)(Oc1ccc(-c2cn3ccoc3n2)cc1)N1CCCCC1 is entered as 112	95	106	111	111	101	108	100	120
O=C1CSC2=NCCN12 is entered as 124&105	97&107	64&83	94&94	93&92	123&90	101&106	92&96	127&104

(cont.)
SMILES	SK-OV-3	HCT-15	HCT-116	OVCAR-4	SW-620	KM12	IGROV1	HT29	COLO 205
CC1CN=C(c2ccccn2)C(c2ccccn2)=N1 (stereo not given)	92	96	101	107	102	102	96	102	104
COC(=O)c1nc(-c2ccccc2)oc1Nc1ccc(C)cc1	95	84	98	97	90	94	100	80	113
O=[N+]([O-])c1ccc(N2c3ccncc3Sc3ccncc32)cc1	116	97	92	109	103	93	x	121	111
Cc1ccc(NC(=O)c2nc(S(C)(=O)=O)n(C)c2-c2ccc(F)cc2)cc1Nc1nccc(-c2cccnc2)n1	108	100	90	118	124	112	109	105	109
Cc1cc(N2CCC(C)CC2)nc(-n2nc(C)cc2C)n1	130	90	97	98	110	107	103	92	100
O=C(O)c1ccc(Nc2ccnc(SCC(=O)c3ccc(-c4ccccc4)cc3)n2)cc1	100	97	99	104	104	92	93	120	128
Clc1ccc(-c2conc2-n2nc(-c3ccccc3)nc2-c2ccccc2)cc1	106	103	100	111	108	113	102	102	109
C[n+]1c(/C=C\C=C\N2CCCCC2)sc2ccccc21	-4.0*	58	-24*	16	12	-11*	x	1.3*	-43*
Fc1ccc(/C=C/c2cc(N3CCOCC3)c3cc(F)c(F)cc3n2)cc1	101	97	83	92	108	101	99	89	96
CN1CCN(Cc2ccc(NC(=O)c3cncc(C#Cc4cncc5ncccc45)c3)cc2C(F)(F)F)CC1	-3.0*	20	-58*	17	-27*	11	1.1*	-4.7*	-23*
CCCC1OC1(CC)C(=O)OCC(CC)(COC(=O)C1(CC)OC1CCC)COC(=O)C1(CC)OC1CCC (stereo not given)	96	95	96	105	94	99	91	102	110
NC(CSCC(=O)N1CCN(c2cc3c(cc2F)c(=O)c(C(=O)O)cn3C2CC2)CC1)C(=O)O (stereo not given)	114	101	104	112	106	113	101	111	115
Nc1nc(C(=O)NNC(=S)Nc2ccccc2)nn1-c1ccc(S(N)(=O)=O)cc1	107	108	105	104	101	99	97	107	112
CC(=O)SC(c1ccccc1)(c1ccccc1)c1ccccc1	106	99	97	111	107	100	97	102	114
Nc1nc(Nc2ccc(Cl)cc2O)nc(C(Cl)(Cl)Cl)n1	101	95	92	93	106	89	83	107	126
CSc1nccc(-c2c(-c3ccc(N)cc3)nc3sccn23)n1	102	98	100	88	95	101	103	117	108
COc1c(NC[C@H]2OC(O)(CO)[C@@H](O)[C@@H]2O)c(=O)c1=O (stereo not given in full)	104	109	103	111	100	99	105	101	104
CCCCCCCCCNCCCCCCCCC	93	32	20	29	41	23	51	0.4*	-93*
C=C(Cl)COC(=S)S	107	107	98	115	116	105	108	99	121
CN1C(=O)N(C)C2(c3ccccc3)n3c(s/c(=C\c4ccccc4)c3=O)=NNC12c1ccccc1 (stereo not given)	x	90	88	100	89	88	98	95	112
O=C1N(c2ccccc2)c2ccccc2[C@]12Oc1ccccc1[C@H]1CC(c3ccc(F)cc3)=NN12	87	63	73	63	90	67	60	88	98
CN(C(=O)c1ccc(C(C)(C)C)cc1)c1sc2c(c1C#N)CCC(=O)C2	101	-69*	-9.1*	2.0*	-42*	-6.7*	-34*	113	81
COc1ccc(-c2nc3ccccc3[nH]2)cc1	99	96	100	117	86	88	99	99	110
O=C(O)/C=C/C=C/c1ccccc1	104&113	108&102	96&101	108&116	103&104	103&105	110&105	103&100	113&105
c1ccc(CO[C@H]2CO[C@H]3[C@@H]2OC[C@@H]3Oc2ccc(Nc3ncnc4ccsc34)cc2)cc1	96	79	69	82	88	86	70	82	72
COc1ccc(/C=N\NC(=O)c2cc(-c3ccc(Cl)cc3)n(-c3ccc(OC)cc3)n2)cc1	103	87	86	96	98	82	86	109	112
COc1ccc(/C=N/NC(=O)c2cnc3nc[nH]n3c2=O)cc1	105	101	104	99	103	102	112	95	108
